EWS-Fli block = inhibitors of EWS/Fli oncoprotein transcriptional activity; A673 NR0B1-luciferase reporter, viability-normalised; inhibition, % at 12.6 µM; actives 0.67% (n = 350,000); AID 651661;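 active = mean inhibition of at least 50% after viability correction, with every replicate also passing that limit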;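 note: firefly luciferase signal divided by Alamar Blue viability fluorescence both relative to DMSO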
LGR2 antag = Drosophila LGR2 receptor signaling inhibition; inhibition, % at 9.99 µM; AID 720647; HEK293 LGR2, CRE-luciferase, bursicon-stimulated, 4 h; actives 0.35% (n = 380,000);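 active = drop in luminescence signal, shown as inhibition above about 50% in the replicate tests, limit read from the data, passing the limit was not always enough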;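 note: agonist challenge used bursicon conditioned medium at about half maximal strength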
S100A4 inh HTS = inhibitors of human S100A4 binding to myosin IIA peptide | P26447 | S100A4/TAMRA-MyoIIA peptide fluorescence polarization | inhibition, % at 10.7 µM | actives 0.14% (n = 360,000) | AID 652163;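 active = mean inhibition of at least 70% across replicates, with every replicate also reaching that level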
Target sequence (P26447 whole entry, looked up): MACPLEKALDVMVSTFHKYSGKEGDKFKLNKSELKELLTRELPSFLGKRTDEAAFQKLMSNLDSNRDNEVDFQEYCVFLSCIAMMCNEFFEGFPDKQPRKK
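Material: S100A4 monomer protein / Buffer or medium: 50 mM HEPES pH 7.2, 10 mM CaCl2, 100 mM KCl / Times: 5 min incubation before reading / Benchmarks: neutral control DMSO, positive control TFP / Reagent: labelled myosin peptide probe, 5 nM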
PAX8 reporter = inhibitors of PAX8 transcriptional activity in RMG-I cells. RMG-I TPO-luciferase reporter, SteadyGlo, 24 h. inhibition, % at 12.6 µM. actives 1.2% (n = 360,000). AID 652154;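 active = mean replicate inhibition at least 60% with every replicate also reaching 60%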;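 note: luciferase light reporting Pax8 driven TPO promoter activity; plate controls were median of neutral control wells for no effect and mitoxantrone controls for full effect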
PglD inh = blocks C. jejuni PglD acetyltransferase activity; AID 602405; actives 0.098% (n = 360,000); purified PglD enzyme, DTNB colorimetric CoA detection; inhibition, % at 12.5 µM; in the data active = inhibition above about 16%, passing the limit was not always enough; note: strong numbers were not always called active
FN deposition inh = fibronectin deposition inhibition; AH1F fibroblasts, Alexa488-fibronectin deposition fluorescence, overnight; actives 0.086% (n = 350,000); inhibition, % at 12.6 µM; AID 743247;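 active = mean inhibition across replicates of 30% or more, regardless of how many single replicates reach that level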;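 note: positive control wells lacked labelled fibronectin entirely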
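Assay system: AH1F fibroblast monolayer, labelled fibronectin deposition. Amount: 10000 cells per well. Also added: labelled fibronectin 24 nM. Compound: single-point pinned compound. Incubation: cell attachment 1 h, compound and FN exposure overnight. Detection: fluorescence after three HBSS washes, excitation 485 nm, emission 525 nm. Read-out: inhibition of fibronectin deposition signal.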
ERAP1 HTS inh = ERAP1 (human) enzyme inhibition; Q9NZ08; inhibition, % at 10.7 µM; actives 0.15% (n = 340,000); recombinant ERAP1, Leu-AMC fluorescence, 60 min; AID 652197;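 active = mean replicate inhibition of at least 30%, or all replicates individually reaching that 30% level; inactive = mean below 30% and not every replicate reaching it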;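 note: 0% = neutral control wells and 100% = L-leucinethiol positive control wells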
Target sequence (Q9NZ08 whole entry, looked up): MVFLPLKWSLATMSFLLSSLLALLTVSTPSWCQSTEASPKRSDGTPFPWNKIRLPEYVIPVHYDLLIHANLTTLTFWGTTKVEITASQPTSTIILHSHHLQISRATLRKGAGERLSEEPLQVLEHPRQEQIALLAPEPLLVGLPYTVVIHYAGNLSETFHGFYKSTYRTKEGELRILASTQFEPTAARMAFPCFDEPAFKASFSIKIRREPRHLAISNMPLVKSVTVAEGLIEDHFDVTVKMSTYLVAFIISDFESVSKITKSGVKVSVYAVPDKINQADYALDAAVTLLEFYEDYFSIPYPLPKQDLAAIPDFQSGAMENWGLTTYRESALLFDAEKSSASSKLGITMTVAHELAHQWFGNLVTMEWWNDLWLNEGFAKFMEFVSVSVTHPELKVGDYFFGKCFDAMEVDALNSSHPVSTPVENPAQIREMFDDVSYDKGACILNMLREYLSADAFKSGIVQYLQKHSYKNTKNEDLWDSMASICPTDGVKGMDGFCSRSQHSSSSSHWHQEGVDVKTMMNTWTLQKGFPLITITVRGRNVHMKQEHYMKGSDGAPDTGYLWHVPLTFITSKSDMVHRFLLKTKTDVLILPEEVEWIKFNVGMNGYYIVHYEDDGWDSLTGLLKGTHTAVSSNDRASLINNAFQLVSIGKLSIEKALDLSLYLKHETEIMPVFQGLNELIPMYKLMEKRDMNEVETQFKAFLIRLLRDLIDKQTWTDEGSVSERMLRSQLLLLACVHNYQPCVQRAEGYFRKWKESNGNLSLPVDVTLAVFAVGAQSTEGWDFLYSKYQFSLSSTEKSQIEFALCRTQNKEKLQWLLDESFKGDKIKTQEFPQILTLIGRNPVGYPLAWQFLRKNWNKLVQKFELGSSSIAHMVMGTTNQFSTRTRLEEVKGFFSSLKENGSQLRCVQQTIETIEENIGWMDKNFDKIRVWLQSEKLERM
PGC1a acetyl inh = lowers PGC1a acetylation signal in U2OS cells. actives 0.17% (n = 350,000). AlphaScreen anti-acetyl-lysine; with virally co-expressed GCN5 acetyltransferase. AID 651687. inhibition, % at 15.6 µM;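 active = every replicate shows inhibition of at least 40%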;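 note: 0% = neutral control wells and 100% = positive control wells; some results beyond the cut were filed as inactive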
* = called active by the depositor; · = not tested or not shown; & = joins results of further samples.

SMILES	EWS-Fli block	LGR2 antag	S100A4 inh HTS	PAX8 reporter	PglD inh	FN deposition inh	ERAP1 HTS inh	PGC1a acetyl inh
CCCCN(C(=O)C1=NN(c2ccccc2)C(=O)CC1)c1c(N)n(CC(C)C)c(=O)[nH]c1=O	0	7	6	2	-3	0	-2	-1
Cc1cc2nc(-c3ccco3)c(Cc3cccc(F)c3)n2c(C)c1Br	10	-21	-9	18	4	·	·	-14
C[C@@H](NC(=O)N(C)C[C@@H]1OCc2ccccc2-c2ccccc2C(=O)N([C@@H](C)CO)C[C@@H]1C)c1ccccc1	1	6	-3	-3	-2	-15	3	2
CC(=O)c1cc(C#N)c(N2CCCCC2)nc1C	2	13	2	-5	-8	-23	0	7
CS(=O)CC(O)(c1ccc(F)cc1)C1CC1 (stereo unspecified)	-3	-17	0	-1	1	-8	0	-12
O=C(CC(F)(F)F)N1C[C@H]2[C@@H](c3ccccc31)[C@H](CO)N2Cc1cccnc1	-4	7	-5	3	-2	0	-1	0
Cc1ccc(NC(=O)NC2CCCCCCC2)cc1	-96	-98	-4	-232	1	9	0	9
CN(C(=O)c1ccccc1C(=O)c1ccccc1)C1CCS(=O)(=O)C1 (stereo unspecified)	2	-4	-4	·	1	·	1	4
COc1ccccc1CNC(=O)C[C@@H]1C[C@H]2c3cc(NS(C)(=O)=O)ccc3O[C@H]2[C@H](CO)O1	-2	-5	-3	18	2	-9	3	10
O=C(Nc1ccc(C(=O)NC2CCCCC2)cc1)c1cccnc1	-30	-4	-11	3	0	2	-1	-2
CC(C)NC(=O)N(C)C[C@H]1Oc2c(NC(=O)c3cnccn3)cccc2C(=O)N([C@@H](C)CO)C[C@H]1C	·	-13	3	-2	4	·	2	13
Cc1cc(NC(=O)Cc2ccccc2)c2ccccc2n1	32	-1	-5	-6	-1	3	1	·
CCCCNC(=O)C1C(c2ccc(C(F)(F)F)cc2)=Nc2ccccc2N1C(=O)c1cccc(C(F)(F)F)c1 (stereo unspecified)	-3	-2	-19	15	·	-3	-4	·
N#C[C@H]1[C@@H](c2ccc(-c3ccccc3)cc2)[C@@H](CO)N1C(=O)Cc1ccncc1	10	-7	-18	9	-1	-6	-2	23
Cc1sc2ncnc(N3CCN(S(=O)(=O)c4ccc(C(C)(C)C)cc4)CC3)c2c1C	31	8	-8	-6	-7	-10	-1	·
O=C(CCN1CCCCC1)N[C@H]1CC[C@@H](CCNS(=O)(=O)c2ccc(F)cc2)O[C@@H]1CO	0	11	-4	-36	4	·	3	-1
COc1ccccc1CNc1ncnc2c1cnn2-c1ccccc1	-40	-70	0	-25	-2	-7	3	14
O=C(CCl)N(Cc1cccc([N+](=O)[O-])c1)c1cccc(Cl)c1	60*	-13	4	23	·	7	0	-10
O/N=C(/CCc1ccccc1)C1(O)CCCCC1	-10	-7	-18	·	5	·	13	-14
C[C@H](CO)N1C[C@H](C)[C@@H](CN(C)CC2CC2)Oc2ccc(NC(=O)C3CC3)cc2CC1=O	-7	2	22	14	-2	·	0	·
COC(=O)c1cccc(Nc2ncnc3sccc23)c1	3	-17	-2	3	·	-7	-1	-15
Cc1nc2ccc(NC(=O)c3cc([N+](=O)[O-])cc([N+](=O)[O-])c3Cl)cc2s1	-8	-50	-2	-3	-3	-4	-1	-6
Cc1noc(C)c1NC(=O)Nc1ccc2c(c1)C(=O)N([C@@H](C)CO)C[C@H](C)[C@@H](CN(C)C)OCCCC[C@H](C)O2	-2	-10	-42	-15	-1	·	-5	1
CC(=O)N1[C@@H]2c3ccc(-c4cccnc4)c(=O)n3C[C@@H]2[C@@H](CO)[C@@H]1C(=O)NCc1ccccc1Cl	1	4	4	-4	9	·	1	·
C[C@H]1CN([C@@H](C)CO)C(=O)c2cc(-c3ccncc3)cnc2O[C@@H]1CN(C)C(=O)c1ccc(F)cc1	-13	1	0	·	2	-10	1	-11
CC(=O)N1CC(C)Sc2ccc(S(=O)(=O)NCc3ccc(F)cc3)cc21 (stereo unspecified)	·	-3	6	9	-6	-1	-2	7
CCOC(=O)C1=C(N)c2ccccc2CC1C1CCCC1 (stereo unspecified)	-6	-3	3	15	0	6	-2	-1
CCOC(=O)C1CCCN(S(=O)(=O)c2cc(OCC(=O)NC3CCCCC3)c(C)cc2Cl)C1 (stereo unspecified)	·	·	·	5	3	-10	·	-8
Cc1ccc(-c2nc3ccccc3c(=O)n2O)cc1	7	-22	-2	0	-19	4	-3	3
CC(/C=C/c1ccccc1)=N\NC(=O)CNC(=O)c1ccccc1Cl	-7	5	29	-2	·	4	3	·
CC1S/C(=N/N=C/c2ccco2)N(Cc2ccccc2)C1=O (stereo unspecified)	-99	-12	4	-109	-1	1	·	3
C[C@@H]1CN([C@@H](C)CO)C(=O)c2ccccc2-c2ccccc2CO[C@@H]1CN(C)C(=O)CCN(C)C	-3	20	5	-28	3	-10	-2	-1
CN(C)CCn1c(=N)n(CC(O)c2ccc(Cl)c(Cl)c2)c2ccccc21 (stereo unspecified)	21	4	2	-2	·	2	10	-9
O=C(Nc1ccc(OC(F)F)cc1)c1cc(S(=O)(=O)N2CCOCC2)ccc1F	6	-4	2	5	4	·	-1	·
C[C@H](CO)N1C[C@H](C)[C@@H](CN(C)C(=O)CN2CCOCC2)Oc2ncc(C#CCN(C)C)cc2C1=O	-1	-4	4	-24	7	4	3	1
S=C(Nc1ccccc1)N1CCOCC1	1	2	-2	-1	·	1	-3	·
Cc1nnc(N2C(=O)C(=O)/C(=C(/O)c3ccc4c(c3)OCCO4)C2c2cccc([N+](=O)[O-])c2)s1 (stereo unspecified)	-5	10	-13	-14	-3	-16	4	·
COc1ccc(NC(=O)C(=O)c2cn(CC(=O)N3CCOCC3)c3ccccc23)cc1OC	-5	-5	0	-2	0	11	4	-3
CCCn1c(C)cc(/C=C(\C#N)C(=O)OCC(=O)Nc2ccc(OC)c(Cl)c2)c1C	·	-11	·	6	-3	1	·	-5
CCC(=O)Nc1nc(C)c(C(=O)NC2CCCCC2)s1	·	·	·	-12	0	6	·	3
CC1CCCCC1NC(=O)NC(=O)CCl (stereo unspecified)	24	9	-5	-9	1	-1	0	-7
C[C@H]1CN([C@@H](C)CO)C(=O)Cc2cc(NC(=O)Cn3cnnn3)ccc2O[C@@H]1CN(C)Cc1ccc(C(=O)O)cc1	3	13	0	·	-3	·	1	5
C[C@@H]1CN([C@H](C)CO)C(=O)c2cc(C#Cc3ccccc3)cnc2O[C@H]1CN(C)C(=O)c1ccccc1F	3	-4	4	21	·	5	0	-13
CCCNC(=O)c1cc2c(c(-c3cccc(-c4cc5ccccc5o4)c3)n1)[C@@H](CCO)N(C(=O)NC(C)C)C2	-1&-2	7&13	1&-4	43	·	-8&3	0&-1	6
COCCNC(=O)C(=O)c1c(-c2ccccc2)[nH]c2ccccc12	0	-8	-4	-3	2	8	-3	·

Some of these compounds in order of their number in PGC1a acetyl inh, low to high:
molecule	PGC1a acetyl inh
C[C@@H]1CN([C@H](C)CO)C(=O)c2cc(C#Cc3ccccc3)cnc2O[C@H]1CN(C)C(=O)c1ccccc1F	-13
CCC(=O)Nc1nc(C)c(C(=O)NC2CCCCC2)s1	3
CCCNC(=O)c1cc2c(c(-c3cccc(-c4cc5ccccc5o4)c3)n1)[C@@H](CCO)N(C(=O)NC(C)C)C2	6

(next part)
SMILES	EWS-Fli block	LGR2 antag	S100A4 inh HTS	PAX8 reporter	PglD inh	FN deposition inh	ERAP1 HTS inh	PGC1a acetyl inh
COC(=O)c1ccc(C23CC4(C2)[C@H](CN(Cc2ccc(-c5ccccc5)cc2)[C@@H]4c2ccccc2)C3c2ccc(Cl)nc2)cc1 (stereo partly specified)	-13	4	3	2	·	-6	-3	·
O=C(NCCSCc1ccc(Cl)cc1Cl)c1ccc(CN2CCOCC2)cc1	·	1	0	22	-1	-4	5	-9
CCOc1ccc(NC(=O)CSc2cn[nH]n2)cc1	0	-9	3	-36	10	4	-3	·
Cc1ccccc1Nc1ccc([N+](=O)[O-])cn1	-12	-9	0	-52	-6	0	24	9
COc1cc(-c2noc(C)c2C(=O)NCCO)cc(OC)c1OC	-3	-10	-8	-9	3	-2	2	·
Cc1ccc(S(=O)(=O)N2CCN(S(=O)(=O)N3CCCCC3)CC2)cc1C	-3	12	-3	-11	-7	4	3	-13
COc1cccc(NC(=O)C2CCCN(S(C)(=O)=O)C2)c1 (stereo unspecified)	-7	9	2	6	-5	1	-3	3
O=C(CCN1CCCCC1)N[C@@H]1CC[C@@H](CCNC(=O)c2cc(Cl)cc(Cl)c2)O[C@@H]1CO	1	13	7	3	2	-3	-2	-1
CCCC(=O)NC(c1ccc(OC)cc1)c1ccc2cccnc2c1O (stereo unspecified)	26	25	-3	77*	·	14	1	·
O=C(NCc1nc2ccccc2[nH]1)C1=C[C@@H](C2CCCCC2)C[C@@H](OCCCCO)O1	15&7	-1	-7&0	-7&15	-8	-3	-2&-1	-7&-5
Cc1noc(C)c1NC(=O)Nc1ccc2c(c1)CC(=O)N([C@@H](C)CO)C[C@@H](C)[C@H](CN(C)Cc1ccc(Cl)c(Cl)c1)O2	29	14	0	-7	-5	·	1	0
CCOC(=O)N1CCN(C(=O)Cn2c(C)cc3ccccc3c2=O)CC1	·	·	·	18	-2	8	·	4
CCOc1ccc(/C=N/NC(=O)Cc2ccccc2)cc1CN1CC2CC(C1)c1cccc(=O)n1C2 (stereo unspecified)	-2	0	-3	·	1	·	-3	-6
Cc1nc(SCc2cccc(C(=O)O)c2)nc2c1CCCC2	28	2	2	-46	·	-3	-4	-5
COc1ccc(C(=O)/C=C/Nc2c(C)n(C)n(-c3ccccc3)c2=O)c(OC)c1	12	6	5	3	·	8	1	-5

Another view of four compounds above.
Every second line gives: EWS-Fli block | LGR2 antag | S100A4 inh HTS | PAX8 reporter | PglD inh | FN deposition inh | ERAP1 HTS inh | PGC1a acetyl inh
- COc1ccc(C(=O)/C=C/Nc2c(C)n(C)n(-c3ccccc3)c2=O)c(OC)c1
→ 12 | 6 | 5 | 3 | · | 8 | 1 | -5
- Cc1ccccc1Nc1ccc([N+](=O)[O-])cn1
→ -12 | -9 | 0 | -52 | -6 | 0 | 24 | 9
- CCOc1ccc(/C=N/NC(=O)Cc2ccccc2)cc1CN1CC2CC(C1)c1cccc(=O)n1C2 (stereo unspecified)
→ -2 | 0 | -3 | · | 1 | · | -3 | -6
- CCOC(=O)N1CCN(C(=O)Cn2c(C)cc3ccccc3c2=O)CC1
→ · | · | · | 18 | -2 | 8 | · | 4

Further entries:
SMILES	EWS-Fli block	LGR2 antag	S100A4 inh HTS	PAX8 reporter	PglD inh	FN deposition inh	ERAP1 HTS inh	PGC1a acetyl inh
O=C(O)c1cc(-c2cccs2)[nH]n1	8	-8	8	-1	-5	4	-2	1
COC(=O)CN1C(=O)C(C)(C)Oc2ccc(C(=O)Nc3ccccc3F)cc21	-13	-11	-2	1	-4	1	-6	·
CC(C)NC(=O)N(C)C[C@H]1Oc2ncc(-c3ccc(C(=O)N(C)C)cc3)cc2C(=O)N([C@H](C)CO)C[C@@H]1C	-3	11	-1	·	2	0	0	7
C[C@H](NC(=O)[C@H]1[C@H](CO)[C@H]2Cn3c(cccc3=O)[C@H]2N1CC1CC1)c1ccccc1	-7	8	15	·	2	·	-2	·
O=[N+]([O-])c1ccc(N2CCN(CCO)CC2)c2ncccc12	·	7	·	4	-4	5	·	2
C[C@H](O)C#Cc1cnc2c(c1)C(=O)N([C@@H](C)CO)C[C@@H](C)[C@H](CN(C)CC1CCCC1)O2	0	4	5	10	-2	1	-8	13
COCCn1c(C)cc(C2=NNC(=NC3CC3)SC2)c1C	90*	94*	1	102*	·	4	-3	·
COc1cccc(COC(=O)C2CC(=O)N(Cc3ccccc3)C2)c1OC (stereo unspecified)	-9	5	-3	-24	5	-8	-1	11
O=S(=O)(CCN1CCN(c2ccccc2O)CC1)c1ccc(Cl)cc1	6	9	2	28	-4	-5	-2	-3
CC(C)c1ccccc1NC(=O)c1ccco1	-19	-19	5	·	-3	·	0	12
